# From PubChem
# GALR2 antag – blocks the human galanin receptor 2; O43603; GALR2-expressing cells, antagonist mode; inhibition, % at 4 µM; 140,000 tested, 0.39% active; AID 828; in the data active = inhibition above about 27%;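 also: cells stimulated with galanin 1-16 at roughly its EC80; 0% = agonist challenge control and 100% = basal control without agonist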
# Target sequence (O43603 whole entry, looked up): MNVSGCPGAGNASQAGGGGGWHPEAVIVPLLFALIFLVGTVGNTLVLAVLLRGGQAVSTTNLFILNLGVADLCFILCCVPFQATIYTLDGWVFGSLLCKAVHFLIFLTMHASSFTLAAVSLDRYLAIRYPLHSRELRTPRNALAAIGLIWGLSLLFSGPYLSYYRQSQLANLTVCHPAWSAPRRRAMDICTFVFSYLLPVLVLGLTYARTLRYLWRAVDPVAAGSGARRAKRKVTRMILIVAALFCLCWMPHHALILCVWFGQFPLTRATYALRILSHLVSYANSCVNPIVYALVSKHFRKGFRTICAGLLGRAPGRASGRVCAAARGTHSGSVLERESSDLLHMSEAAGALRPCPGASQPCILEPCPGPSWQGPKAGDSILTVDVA
# E-sel TNF inh – TNF alpha driven E-selectin expression inhibition; HUVEC TNFa-induced E-selectin immunofluorescence, high content; inhibition, % at 2 µM; 120,000 tested, 0.71% active; AID 1246;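 active = inhibition above the batch mean plus 3 SD, and confirmed as a hit on visual image review, cut at about 43% in these data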;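 also: 0% = TNF-stimulated DMSO wells and 100% = unstimulated control wells; not every result past the cut was called active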
# NPY Y2 blocker – NPY-Y2 (human) receptor antagonism; NPY-Y2 expressing cells, antagonist mode; inhibition, % at 2.7 µM; 140,000 tested, 0.99% active; in the data active = inhibition above about 17%;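 also: 0% = vehicle with agonist challenge and 100% = reference antagonist with challenge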
# Target sequence (P49146 whole entry, looked up): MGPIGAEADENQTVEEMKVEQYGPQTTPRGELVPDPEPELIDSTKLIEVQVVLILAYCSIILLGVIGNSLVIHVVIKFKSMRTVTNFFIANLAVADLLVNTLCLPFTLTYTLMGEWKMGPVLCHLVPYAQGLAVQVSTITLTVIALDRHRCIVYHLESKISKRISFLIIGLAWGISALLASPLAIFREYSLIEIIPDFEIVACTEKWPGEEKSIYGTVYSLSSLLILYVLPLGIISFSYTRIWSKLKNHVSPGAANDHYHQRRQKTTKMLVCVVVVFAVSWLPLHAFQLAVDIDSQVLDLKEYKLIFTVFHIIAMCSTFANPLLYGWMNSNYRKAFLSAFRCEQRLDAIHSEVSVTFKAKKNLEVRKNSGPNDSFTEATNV
# HCT116 PTEN-null – PTEN-deleted cell growth suppression; HCT116 PTEN-null viability, CellTiter-Glo, 60 h; stronger effect = lower value; viability, % at 10 µM; 140,000 tested, 1.2% active; AID 827;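 active = viability at or below a set limit, 4 SD under the median of all tested compounds, cut at about 3.7% in these data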;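 also: PTEN knockout HCT116 line with beta catenin targeted HCT116 as companion control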
# HCT116 bCat-KO – beta-catenin-lacking colon tumor cell growth suppression | HCT116 beta-catenin knockout viability, CellTiter-Glo, 60 h; stronger effect = lower value | 140,000 tested, 1.5% active | AID 818 | viability, % at 10 µM;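 active = viability at or under a set limit, the compound median less 4 SD, cut at about 6% in these data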;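 also: 0% = Hyamine 1622 control at 20 µM and 100% = untreated cell control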
# Yeast lifespan up – yeast lifespan extension; AID 775; 130,000 tested, 0.68% active; S. cerevisiae growth with nicotinamide, OD615; deaD strain in restrictive glucose medium; inhibition of the nicotinamide effect, % at 10 µM;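 active = inhibition above a set limit, placed 3 SD over the median of all compounds, cut at about 26% in these data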;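 also: 0% = nicotinamide-treated wells and 100% = cells grown without nicotinamide; some compounds called inactive have numbers as strong as hits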
#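 Assay system: engineered S. cerevisiae DeaD replicative-lifespan strain, galactose-grown log-phase cells; medium: restrictive CSMM-D dextrose medium; also added: nicotinamide, 1.5 mM, co-present with compound; schedule: 48 h compound exposure at 30 °C, humidified; detection: absorbance at 615 nm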
# MRP-1 activ – activators of MRP-1 | 140,000 tested, 0.61% active | viability increase, % at 10 µM | H69AR cells + doxorubicin, viability rescue, CellTiter-Glo;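 active = viability gain under doxorubicin at or above a set limit, the compound median plus 3 SD, cut at about 4.7% in these data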;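 also: MRP-1 overexpressing cells given doxorubicin 25 µM after compound pretreatment; 18-22 h compound pretreatment then 72 h with doxorubicin before readout; 0% = doxorubicin-only wells and 100% = vehicle-treated cells without doxorubicin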
# Phagocytosis inh – blocks phagocytosis by macrophages | J774A.1 macrophage IgG-bead phagocytosis, imaging | inhibition, % at 5 µM | 110,000 tested, 0.07% active | AID 1029;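 active = inhibition above the mean of the plate negative controls plus 5 SD, cut at about 13% in these data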;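 also: phagocytic index as fraction of beads internalized from green versus red external bead signal; plate controls were DMSO negative control for no effect and cytochalasin-D positive control for full effect; some results beyond the cut were filed as inactive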
# Measles CPE – protection of cells from measles virus; Measles virus-infected cells, CPE protection, absorbance; protection (pct of control), % at 4 µM; 140,000 tested, 1.5% active; AID 841; in the data active = protection mostly above about 24%, no sharp cut-off; inactive = mostly below about 26%; also: some compounds called inactive have numbers as strong as hits
# Yeast growth inh – yeast BB579 growth reduction in restrictive medium. S. cerevisiae BB579 growth, OD615, 48 h. inhibition, % at 10 µM. 140,000 tested, 0.51% active. AID 804;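 active = inhibition above a set limit, 3 SD over the mean compound inhibition, cut at about 44% in these data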; also: inactives centre near -24
#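 Detection: OD615 turbidity measurement; Material: Saccharomyces cerevisiae DeaD strain BB579, replicative lifespan model yeast; Timing: 48 h exposure, 30 °C; Doses: single 10 µM dose; Medium: CSMM-D restrictive synthetic medium containing dextrose (glucose); Controls: amphotericin B at 10 µg/mL as positive control.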
# Starred values were filed as active, the others as inactive; / = no result given.
SMILES,GALR2 antag,E-sel TNF inh,NPY Y2 blocker,HCT116 PTEN-null,HCT116 bCat-KO,Yeast lifespan up,MRP-1 activ,Phagocytosis inh,Measles CPE,Yeast growth inh
O=C1CC(c2ccco2)CC(O)=C1C=Nc1cc(Cl)ccc1Cl (centres undefined),6,/,3,92,99,15,-0.9,/,7,-32
Cc1ccc(C(=O)Nc2ncnc3sc4c(c23)CCCCC4)cc1,-4,42,8,81,74,-19,3.6,1,4,-7
CC(O)C(O)C(O)C(O)/C=N/NC(=O)c1ccccc1 (centres undefined),-7,/,3,96,94,1,-1.5,-7,18,-17
CCOC(=O)c1ccc(CC(=O)c2ccc(O)cc2O)o1,-11,12,2,109,103,-7,0.3,0,8,-6
O=C(NC1CCCCC1)N(C1=NCCCCC1)c1ccc(Br)cc1,-10,/,4,90,89,10,-2.1,-4,7,-19
CCOc1ccc(C(=O)NCC(=O)OCc2ccc(F)cc2Cl)cc1,4,/,4,97,92,-3,2.5,/,6,-33
CS(=O)(=O)N(Cc1ccc(Cl)cc1)c1ccc(C(=O)NCCSc2ccccn2)cc1,-7,/,4,77,79,0,-1.5,-10,20,0
C=CCOc1ccc(/C=N/N2C(=O)C(CC(=O)Nc3ccc(F)cc3F)SC2=NC)cc1 (centres undefined),11,/,2,68,8,-3,-5.5,9,1,-24
CCCCc1cc2c(s1)CCCC/C2=N/O,5,-2,5,78,79,5,-2.4,1,5,-16
CCOC(=O)c1c(C)[nH]c(C(=O)OCc2c(C)noc2C)c1C,-2,-7,1,85,66,-2,0.7,-1,2,-46
Cc1ccc(C(=O)N/C(=C/c2ccc(-c3cccc([N+](=O)[O-])c3)o2)C(=O)NC(C)(C)C)cc1,3,36,15,72,87,3,-2.8,-7,3,-1
O=C(/C=C/c1ccc2c(c1)OCO2)Nc1c(C(=O)O)[nH]c2ccccc12,7,-10,-1,97,97,-5,-1.0,-12,18,3
O=C(CC(=O)N/N=C/c1ccccc1O)NCc1cccnc1,-2,-11,2,36,36,9,5.5*,-13,13,-38
c1cncc(Oc2cccc(Oc3cccnc3)c2)c1,0,-15,2,88,94,-2,-1.9,/,10,-12
O=C(/C=C/N1CCOCC1)c1cc2ccccc2o1,-3,/,3,85,90,8,1.2,0,11,-8
COc1cccc(-n2c(C)c(C(C)=O)c(C(C)=O)c2C)c1,5,-15,0,102,96,-4,0.5,5,19,-7
CCOC(=O)CNc1nc(-c2ccncc2)nc2ccccc12,3,1,0,96,94,-9,-2.5,-2,-1,-12
Cc1cccc(-c2noc(CCCC(=O)Nc3ccc(C(N)=O)cc3)n2)c1,-5,-3,4,80,77,-6,0.7,-1,21,-33
COC(=O)c1cc(Cl)c(NC(=O)/C=C/c2ccc(OC)cc2)cc1OC,14,5,2,83,84,-3,-1.2,-7,8,-60
CC1C(=O)Nc2ccccc2N1C(=O)C1CC1 (centres undefined),-4,-11,3,94,92,-1,-0.5,-2,18,-26
Cc1nn(Cc2ccc(F)cc2)c(Cl)c1/C=N/NC(=O)c1cccnc1,7,/,2,99,99,0,0.1,-1,2,-35
Cc1snc(S(=O)(=O)/C(C#N)=N/Nc2cccc(C(F)(F)F)c2)c1C#N,-18,9,6,93,110,-15,-1.5,0,18,-42
COc1cc(NC(=O)Cc2ccccc2)ccc1NC(=O)c1ccco1,-10,11,1,106,116,16,0.5,1,64*,-23
CCOc1ccccc1NC(=O)COC(=O)c1cc(C(=O)OC)cc([N+](=O)[O-])c1,-4,/,1,95,111,7,-0.5,-5,26,-35
Nc1nnc(Cc2ccc(Cl)cc2)s1,4,-28,4,100,100,-12,1.6,0,19,-24
# New compounds follow:
SMILES,GALR2 antag,E-sel TNF inh,NPY Y2 blocker,HCT116 PTEN-null,HCT116 bCat-KO,Yeast lifespan up,MRP-1 activ,Phagocytosis inh,Measles CPE,Yeast growth inh
COc1ccc(/C(N)=N/OC(=O)Cc2ccccc2[N+](=O)[O-])cc1,11,18,2,90,97,-3,-3.0,0,4,-40
O=C(NCc1ccco1)c1ccc(C(=O)NCc2ccco2)s1,8,3,0,105,99,-2,-1.2,-1,23,-1
Cc1cc(C(F)F)n2ncc(C(=O)O)c2n1,-5,-25,-2,90,87,-11,-1.1,/,34,-42
Cc1ccc(/C(N)=N/OC(=O)c2ccco2)cc1,11,0,0,94,96,/,-2.8,/,32,-26
O=C(Oc1ccc2c3c(c(=O)oc2c1)CCC3)c1ccco1,-7,-2,6,78,94,-12,-0.7,-2,32,-14
O=S1(=O)CCC(NS(=O)(=O)c2cccc3cccnc23)C1 (centres undefined),-6,-20,0,91,91,-10,-1.6,-1,13,7
O=C(NCC1CCCO1)c1ccc2c(=O)n(CCc3ccccc3)c(=O)[nH]c2c1 (centres undefined),11,/,3,92,95,0,-0.7,2,4,-17
N=c1c(S(=O)(=O)c2ccccc2)cc2c(=O)n3ccccc3nc2n1CC1CCCO1 (centres undefined),0,-20,2,87,96,-2,-1.3,-3,6,13
COc1ccc(-c2cc(=O)c3c(OC)c(OC)c(OC)c(OC)c3o2)cc1OC,-5,/,1,91,94,-5,-3.1,/,1,-51
CC(=O)c1nnn(-c2nc(N)nc(N(c3ccccc3)c3ccccc3)n2)c1C,-13,61*,2,81,83,0,-3.3,/,6,-62
Cc1ccc(C(c2sc3nc(C)nn3c2O)N2CC(C)OC(C)C2)cc1 (centres undefined),3,-2,0,98,94,-6,1.2,-5,5,15
CSCc1ccc(C(=O)Nc2cccc(C)c2C)cc1,-1,/,4,92,96,-5,-1.3,-4,8,-26
Cc1ccc(C(=O)CC(c2cccs2)S(=O)(=O)c2ccc(C)cc2)cc1 (centres undefined),-3,/,7,13,17,2,-4.7,-14,18,-47
Cc1cc(=O)n2[nH]c(-c3cccnc3)nc2n1,0,/,3,82,78,-13,-2.6,-1,5,6
O=C(c1cc(-c2ccccn2)nc2c(Cl)cccc12)N1CCN(C(=O)C2CCCO2)CC1 (centres undefined),3,3,4,92,96,-4,-2.8,-2,13,-41
O=C(Nc1nc2c(s1)CCCC2)c1cccs1,-2,3,2,62,62,-10,-2.8,-3,6,-9
O=C(CCNc1ccc(F)cc1)c1ccco1,8,21,2,52,64,-7,-4.4,4,12,8
Cc1nc(SCC(N)=O)[nH]c(=O)c1CCC(C)C,1,19,0,90,97,37,-1.1,-3,9,-39
O=C(COc1ccc(S(=O)(=O)N2CCOCC2)cc1)Nc1ccccc1C(F)(F)F,-1,-93,0,82,89,-9,-0.6,-1,8,-14
CCc1nc(SCC(=O)Nc2c(C)n(C)n(-c3ccccc3)c2=O)n[nH]1,7,8,2,102,100,2,-1.6,-2,24,-30
CCn1c(CCn2ccnc2C)n[nH]c1=S,7,1,0,91,104,-2,-1.0,-1,19,-26
Cc1oc(-c2cccs2)nc1CS(=O)CC(=O)NC1CCCCCC1 (centres undefined),2,7,2,72,80,6,-4.1,-1,2,40
C=C(C)CSc1nc2nc(C)cc(C)n2n1,-12,-2,3,102,100,-22,-1.1,-4,5,-13
COc1ccccc1C1N(c2ccc(Cl)cc2)C(=O)C2CCCN21 (centres undefined),-4,7,2,90,79,4,-1.0,0,6,-73
CC1CCCC(NC(=S)NC(=O)c2ccccc2Br)C1C (centres undefined),-7,/,1,65,60,8,-2.5,-5,6,5

# A few values from above:
# Result of `C=C(C)CSc1nc2nc(C)cc(C)n2n1` in MRP-1 activ: -1.1
# Result of `COc1ccc(/C(N)=N/OC(=O)Cc2ccccc2[N+](=O)[O-])cc1` in HCT116 PTEN-null: 90

# More entries
SMILES,GALR2 antag,E-sel TNF inh,NPY Y2 blocker,HCT116 PTEN-null,HCT116 bCat-KO,Yeast lifespan up,MRP-1 activ,Phagocytosis inh,Measles CPE,Yeast growth inh
CC(=O)c1cccc(OCCN2C(=O)NC(C)(C)C2=O)c1,-7,5,1,92,95,-11,-2.3,-1,9,-6
Cc1nc(NC(=O)c2cccc(-c3cc4ccccc4oc3=O)c2)ccc1Br,7,/,16,89,88,0,1.0,-9,16,-39
COc1ccc(N2CCN(S(C)(=O)=O)CC2)cc1,-9,4,2,101,112,4,-0.1,2,31,-40
CC1CCCN(S(=O)(=O)c2ccc(NC(=O)Cn3nnc(-c4ccccc4F)n3)cc2)C1 (centres undefined),-5,-35,-3,106,96,-10,-3.0,-1,11,1
COC(=O)CCC/C=C1\SC[C@@H](NC(=O)c2ccccc2)C1NC(C)=O (some centres undefined),7,/,1,101,96,5,-0.3,0,7,-50
Cc1nn(CC(=O)Nc2ccc3c(c2)nc(CN2CCCCC2)n3C)c(=O)c2ccccc12,10,0,-4,91,100,7,-0.9,-3,17,-1
COc1ccccc1NC(=O)c1sc2ncn(Cc3cccc4ccccc34)c(=O)c2c1C,5,/,4,92,92,5,4.1,1,38,-50
COC(=O)C1=C(N)Oc2cc(C)n(Cc3cccnc3)c(=O)c2C1c1cc(OC)ccc1OC (centres undefined),-4,-5,-2,109,109,-2,-0.7,0,6,-59
CC(=O)NCC(=O)OCN1C(=O)c2ccccc2C1=O,-12,10,1,95,102,-1,-0.2,/,18,-14
Cc1cccc(NC(=O)Cn2c(=O)n(Cc3ccco3)c(=N)c3c4c(sc32)COC(C)(C)C4)c1,4,/,10,55,53,-15,9.4*,-1,3,3
Cc1cc(=O)oc2cc(NC(=O)c3cc4ccccc4o3)ccc12,-16,4,1,89,91,-7,-4.3,-1,4,-29
BrC(=C\c1ccccc1)/C=N/Nc1nc(N2CCOCC2)nc(N2CCOCC2)n1,-8,12,2,71,62,-4,-4.0,-13,23,-20
COc1ccc(-c2nc(C)c(C(C)=O)n2O)cc1OC,12,-3,1,99,94,-16,0.4,0,5,-5
Cn1nccc1CNC(=O)c1ccnn1C,13,/,3,98,103,5,11*,6,25,-48
O=C(COC(=O)c1cccnc1SCC(=O)NCc1ccccc1)NCc1ccccc1,8,-3,4,106,112,-12,-0.4,1,16,-14
Cc1ccc(NC(=O)CSc2nc(N)c3cc4c(nc3n2)CCCC4)cc1,-6,/,2,66,67,7,-0.9,-11,3,-58
Cc1cccc(OCCn2c(=O)n(C)c3ccccc32)c1,2,30,3,99,98,-2,-2.5,0,7,-18
O=C(CN1CCN(S(=O)(=O)c2ccc(Br)cc2)CC1)Nc1ccc(F)cc1F,2,/,0,89,86,-2,-2.5,-1,9,-21
COc1ccc(/C=C/C(=O)Oc2cccc(/C=N/NC(=O)COc3c(C)cccc3C)c2)cc1,-9,6,3,25,31,-10,-3.1,/,16,-43
COc1ccc(NC(=S)SC)cc1OC,-7,6,1,98,96,-2,-2.8,1,4,13
COc1ccc(C2C(C#N)=C(N)OC(C(C)(C)C)=C2C#N)cc1OC (centres undefined),7,/,0,89,90,-8,-0.6,-1,5,-22
O=C1c2cc(N3CCCC3)c([N+](=O)[O-])cc2C(=O)N1c1ccccc1,6,-3,2,90,85,0,-1.3,-3,20,-32
CC1(C)CC2CC(C)(CN2S(=O)(=O)c2ccc(C(=O)Nc3cccc(S(=O)(=O)N4CCOCC4)c3)cc2)C1 (centres undefined),2,23,3,15,9,-5,-2.6,-5,2,-42
